# Bioassay records (PubChem BioAssay)
# EPAC2 agonist = activates human EPAC2 exchange factor; 360,000 compounds, 0.079% hits; EPAC2 activation, biochemical qHTS; response scale: 100% = 6.5 mM cAMP response; AID 720711; Potency, µM (titrated, usually from 154 µM), for inactives: top-dose activation, hits mostly activators; further: potency means the concentration at half of the fitted maximal effect; nearly all actives have a fitted effect of over 50% in size
#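 Fluorescence exchange assay: 100 nM EPAC2 with 250 nM RAP1B-BODIPY-GDP and 50 uM GDP; compounds tested as a concentration-titration series (qHTS). Loss of Rap1-bound BODIPY-GDP fluorescence read at 480/540 nm; data normalized to 6.5 mM cAMP.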
# aSyn rescue = alpha-synuclein toxicity inhibition in yeast. Yeast expressing alpha-synuclein, growth rescue, BacTiter-Glo, 24 h. Potency, µM (series often up to 46.1 µM), inactives show at the top dose growth rescue (activation), most hits filed as activators. 370,000 compounds, 0.14% hits. AID 652106; further: potency means the concentration at half of the fitted maximal effect; % of control where 0% means no effect; nearly all actives have a fitted effect of over 65% in size
#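 Galactose-induced alpha-syn yeast (OD600=0.02, raffinose-pregrown) + pinned cpd, 24 hr, 30 deg C; growth by BacTiter-Glo luminescence. Growth restoration scores as activation.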
# D3 antag = antagonists of human D3 dopamine receptor; P35462; D3R cells, DiscoveRx beta-arrestin luminescence, antagonist mode; stronger effect = lower value; max response, negative = inhibition, %; 360,000 compounds, 2.5% hits; AID 652054; in the data active means max response below about -50%; inconclusive means no clear call, values can overlap the other calls; further: on the % scale 0 is the no-effect control and ±100 the full control effect; mostly tested at two doses, the higher about 12 µM
# Target sequence (P35462 whole entry, looked up): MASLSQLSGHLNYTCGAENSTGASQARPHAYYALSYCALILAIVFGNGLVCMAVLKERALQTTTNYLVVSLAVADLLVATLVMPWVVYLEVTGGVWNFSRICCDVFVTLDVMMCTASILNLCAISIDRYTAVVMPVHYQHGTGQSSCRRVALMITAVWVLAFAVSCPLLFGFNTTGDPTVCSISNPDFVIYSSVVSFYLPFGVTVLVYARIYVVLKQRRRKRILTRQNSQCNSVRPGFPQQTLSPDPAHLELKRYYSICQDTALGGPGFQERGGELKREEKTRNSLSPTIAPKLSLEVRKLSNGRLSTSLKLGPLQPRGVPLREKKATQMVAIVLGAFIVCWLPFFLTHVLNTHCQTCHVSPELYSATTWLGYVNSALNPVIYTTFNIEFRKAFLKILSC
#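 Cells plated overnight at 1500 cells/well, then exposed to library compounds with dopamine controls for 90 minutes at 37 degrees C. DiscoveRx reagent added for 30–60 minutes at room temperature; luminescence read, quantitative HTS format.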
# TDP-43 yeast inh = inhibitors of TDP-43 toxicity in yeast; TDP-43 expressing yeast growth rescue, BacTiter-Glo, 24 h; Potency, µM (top dose mostly 46.1 µM), for the others: at the highest dose growth rescue (activation), hits mostly activators; 410,000 compounds, 1.8% hits; AID 652104; further: potency means the concentration at half of the fitted maximal effect; % of control where 0% means no effect; nearly all actives have a fitted effect of over 50% in size
#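 Readout is BacTiter-Glo luminescence of cell growth, so inhibitors register as activators. TDP-43-expressing yeast at OD600=0.02 in galactose medium, after raffinose pregrowth to mid-log, were incubated with compound for 24 hr at 30 deg C.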
# Abeta rescue = A-beta toxicity reversal in yeast; yeast expressing A-beta42, growth rescue, OD600, 48 h; response scale: 0% DMSO, 100% iron-clioquinol control; Potency, µM (series often up to 46.1 µM), for the others: top-dose growth rescue, usual class: activators; 410,000 compounds, 0.063% hits; AID 1347071; further: potency means the concentration at half of the fitted maximal effect; nearly all actives have a fitted effect of over 55% in size
#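 Yeast A-beta toxicity model in growth medium with pinned compounds, 48 h at 30 C; growth read as absorbance at 600 nm. Normalized to FeCl3/clioquinol equimolar mix (positive) and DMSO (negative).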
# D3 ag = agonists of human D3 dopamine receptor. P35462. D3R DiscoveRx beta-arrestin cells, luminescence, 90 min. max activation, %. 410,000 compounds, 0.58% hits. AID 652048; in the data active means max activation above about 30%; further: 0% is about no effect; mostly tested at two doses, the higher about 12 µM
#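 Agonist-mode cell screen: cells plated at 1500/well and incubated overnight at 37 °C, then exposed to library compounds for 90 min at 37 °C. Detection reagent was added for 30–60 min at room temperature, and luminescence was read.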
# FUS suppressor = FUS proteinopathy suppression in yeast | S. cerevisiae FUS-expressing, growth rescue, OD600, 24 h | Potency, µM (titrated, usually from 76.6 µM), without a hit: at the highest dose growth rescue (activation), usual class: activators | 390,000 compounds, 0.24% hits | AID 1347120;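 further: potency means the concentration at half of the fitted maximal effect; plate controls were DMSO vehicle for no effect and reference control for full effect; nearly all actives have a fitted effect of over 55% in size; some results filed as inactive show a strong effect at the top dose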
#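 Galactose (2%) drives FUS expression in yeast precultured in raffinose; seeding density OD 0.005. Test compounds incubated 24hr at 30C and 99% humidity before absorbance at 600 nm was measured.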
# EPAC2 antagonist = EPAC2 (human) antagonism. Q8WZA2. EPAC2 GEF exchange of Rap1B-BODIPY-GDP, fluorescence. Potency, µM (highest dose often 114 µM), for inactives: at the top dose activity, negative = inhibition, actives largely listed as inhibitors. 360,000 compounds, 0.18% hits; further: potency means the concentration at half of the fitted maximal effect; on the % scale 0 is the no-effect control and ±100 the full control effect; nearly all actives have a fitted effect of over 45% in size; many of its hits are not listed in these tables
# Starred values were filed as active, the others as inactive; ? = inconclusive; . = not tested or not shown; [ ] = another dose, or the depositor's remark. Unless noted, the call rests on the fitted dose curve; in most records, active means well fitted curve in the direction sought with a large enough effect; inconclusive means small, poorly fitted or top-dose-only effect, or another doubt; inactive means no such curve, though single readings can be large; an effect the other way counts as inactive or inconclusive.
molecule | Abeta rescue | D3 ag | EPAC2 agonist | aSyn rescue | FUS suppressor | D3 antag | TDP-43 yeast inh | EPAC2 antagonist
Cc1nn(C(C)C(=O)NCc2ccccc2)c(C)c1[N+](=O)[O-] (stereo unspecified) | -1% | 4 | 27% | 8% | -12% | 5 | -7% | 12%
O=C(CCc1c[nH]c2ccccc12)N1CCN(c2ccc(O)cc2)CC1 | -15% | 7 | -5% | 8% | 22% | -6 | -9% | 10%
CCCCOC(=O)c1nnc(-c2ccc(Cl)cc2)o1 | 0% | -6 | 10% | -12% | -5% | 37 | -19% | -4%
COc1ccc(C)cc1NC(=O)c1[nH]c(C)c(C(C)=O)c1C | -54%[inhibitor] | 5 | -2% | -2% | ? | 4 | 13% | 2%
O=C(C1CCCN(Cc2ccccc2[N+](=O)[O-])C1)N1CCCCC1 (stereo unspecified) | -5% | 1 | 8% | -7% | -28% | -10 | 17% | 2%
COc1ccc(CNC(=O)C(C)N=C2NS(=O)(=O)c3ccccc32)cc1OC (stereo unspecified) | 2% | -9 | 8% | -3% | 10% | 0 | 0% | -6%[57.1 µM]
Cc1nn(CC2CC2)c(=O)n1-c1ccc(F)cc1 | 0% | 9 | -1% | 0% | -15% | 15 | 14% | 5%
CC1CCCCC1NC(=O)Cn1cnc2c1c(=O)n(C)c(=O)n2C (stereo unspecified) | 15% | -8 | -4% | 3% | -11% | -1 | 2% | 5%
Cc1c(C(=O)Nc2ccc(-c3nc4cc(Cl)ccc4o3)cc2)oc2ccccc12 | -33%[inhibitor] | -3 | . | . | 15% | . | 1% | .
Cc1ccc(C(=O)N2CCCc3ccccc32)c(Cl)c1 | 4% | 3 | 5% | 10% | -16% | 0 | 12% | -29%
CC1=CCC2([N+](=O)[O-])CN(CC(=O)O)CC1([N+](=O)[O-])C2 (stereo unspecified) | -3% | 3 | 3% | 8% | -9% | -6 | -5% | 5%
COc1ccccc1CNC(=O)COC(=O)c1sc(C)nc1C | -11% | -7 | -7% | 2% | -9% | -2 | -7% | -5%
COc1ccccc1C(=O)Nc1ccc(S(=O)(=O)Nc2cc(C)nc(C)n2)cc1 | 22% | 15 | -1% | -1% | 20% | -11 | -4% | 6%
O=C(Nc1ccc(F)cc1Cl)C1CCN(c2ncnc3c2nc2n3CCCCC2)CC1 | -14% | 9 | . | . | 20% | . | ? | .
c1cnc(NC2CCCCCC2)nc1 | 20% | 12 | 5% | -1% | -17% | 7 | -18% | 6%
O=C(c1cccc(Br)c1)N1CCN(S(=O)(=O)N2CCOCC2)CC1 | -3% | 7 | 2% | -2% | 2% | 11 | 19% | 1%
COc1cccc(N2CC(NC(=O)c3cccc4ccccc34)CC2=O)c1 (stereo unspecified) | -6% | 3 | 2% | 7% | 5% | 10 | -3% | 2%
COc1cc(-c2nnc(-c3ccco3)o2)ccc1OCc1ccccc1 | 21% | 30* | 26% | -6% | 25% | 36 | ? | -1%
CCOC(=O)CSc1nnc(C)c(=O)[nH]1 | -14% | -10 | 3% | -2% | 8% | 2 | -10% | 5%
Cc1cccc(C(=O)Nc2ccccc2C(=O)NCc2ccco2)c1 | -1% | 2 | 12% | -29% | 20% | -6 | ? | -14%
O=C(OCc1ccccc1)c1ccc(NCc2cc(O)ccc2O)cc1 | -83%[inhibitor] | -8 | 18% | 0% | . | -68* | ? | -8%
CCc1ccc(-n2c(=S)sc3c(=O)n(-c4ccccc4OC)c(=S)[nH]c32)cc1 | -13% | 0 | 26% | -1% | 26% | 8 | -27% | -6%
COc1ccc(NC(=O)C2COc3ccccc3C2)cc1Cl (stereo unspecified) | 10% | 5 | . | . | -10% | . | ? | .
O=C(NCCc1ccc(F)cc1)C(=O)NCC(c1ccco1)S(=O)(=O)c1cccs1 (stereo unspecified) | -12% | 2 | . | . | -3% | . | 15% | .
CN(Cc1cnn(-c2ccccc2)c1)C(=O)c1cccc(S(=O)(=O)Nc2ccccc2F)c1 | 0% | 2 | 2% | 1% | 7% | 24 | 11% | -14%
Cc1ccc(C2=NS(=O)(=O)N(C)C(C(=O)NCc3ccccc3)=C2)cc1 | 0% | -2 | 9% | -2% | -5% | 8 | 0% | -7%
CC1(C(=O)NNC(=O)c2cccc([N+](=O)[O-])c2)CC1Br (stereo unspecified) | 3% | -3 | -3% | -2% | -38% | 0 | -5% | -14%
O=C(O)CCN=Cc1c(O)c2ccccc2oc1=O | -4% | 0 | 7% | 17% | 19% | -15 | -23% | 13%
CCc1ccc(NC(=O)N(CCCN2CCOCC2)C(C)c2cc3cccc(OC)c3o2)cc1 (stereo unspecified) | 23% | -14 | 4% | 7% | ? | -53* | 7% | -1%
Cc1cc(=O)oc2c3c(cc(OCC(=O)NCC(=O)O)c12)OC(C)(C)CC3 | 7% | -1 | 2% | -3% | -24% | -11 | 22% | 6%
COc1ccc(C(=O)NC(=S)Nc2nnn(C)n2)cc1 | -14% | -7 | -1% | -5% | . | -17 | 14% | 9%
COc1ccc2c(c1)cc(C(O)c1ccccn1)n2S(=O)(=O)c1ccccc1 (stereo unspecified) | -1% | 3 | 5% | -1% | . | 4 | -25% | ?
Oc1ccccc1N=Cc1c(O)ccc2ccccc12 | 13% | 1 | 26% | 6% | -13% | -3 | -34%[inhibitor] | 10%
COc1cccc(CNC2CCCC2)c1 | -7% | 8 | -4% | 2% | 25% | 12 | -14% | 6%
COc1ccccc1C1C(C(N)=O)=C(C)Nc2nc(-c3ccccc3Cl)nn21 (stereo unspecified) | -4% | 1 | 5% | ? | -14% | 9 | 1% | 2%
Cc1cc2nc(-c3cccc(NC(=O)c4cccc5ccccc45)c3)oc2cc1C | -18% | -12 | . | . | -22% | . | -29% | .
Cc1cc(=O)n2c(c1C#N)SC1CCCCC12O (stereo unspecified) | -8% | 2 | 7% | 0% | 13% | 5 | -8% | 7%
COc1ccc(N2CCN(Cc3nc4sc(C)c(C)c4c(=O)[nH]3)CC2)cc1 | 5% | 5 | -3% | 0% | 11% | 8 | -11% | 12%
O=C(O)c1ccc(O)cc1O | -18% | -14 | 12% | -8% | -45% | -14 | 15% | -5%
O=C(c1cc2ccccc2o1)N1CCN(C/C=C/c2ccccc2)CC1 | 8% | -19 | 13% | 3% | 8% | -78* | -2% | -11%
NNC(=O)CN1CCN(c2ncc(C(F)(F)F)cc2Cl)CC1 | -12% | 8 | -2% | -2% | 10% | 18 | 6% | 3%
Cc1ccc(CN2CCN(/N=C/c3ccc(C)s3)CC2)cc1 | 1% | -24 | -4% | 4% | 1% | ? | 2% | 11%
Cc1cc(C)c2sc(N(CCCN(C)C)C(=O)CN3C(=O)c4ccccc4C3=O)nc2c1 | -9% | -15 | -2% | 0% | 28% | 1 | -6% | 1%
CCN1CCCC1CNC(=O)C1CCN(Cc2nc(-c3cccc(Br)c3)oc2C)CC1 (stereo unspecified) | -10% | -6 | -1% | 11% | . | ? | 9% | 6%
CCCCOC(=O)CCc1c(C)[nH]c(=S)[nH]c1=O | -1% | 5 | 7% | -6% | 2% | ? | -9% | -14%
CCC1S/C(=C(\C#N)C(N)=O)N(c2ccc(F)cc2)C1=O (stereo unspecified) | 2% | 2 | -5% | -15% | 15% | 9 | -21% | 4%
Cc1nn(C)cc1CN(C)C(=O)c1nn2c(c1Br)NC(c1cccs1)CC2C(F)(F)F (stereo unspecified) | -3% | 9 | 7% | 0% | 10% | -2 | -1% | 6%
CCN(CC)S(=O)(=O)c1ccc(N2CCOCC2)c(NC(=O)c2cnccn2)c1 | 15% | 3 | -7% | 0% | 17% | 1 | 10% | -2%
Cc1cnn(CCC(=O)NNC(=S)Nc2cccc(Cl)c2)c1 | 1% | -44 | 2% | -13% | 22% | -16 | -8% | 2%
Cc1cc(C)c2cc(CN(CCN(C)C)C(=O)Nc3ccccc3Cl)c(=O)[nH]c2c1 | -2% | -1 | 0% | 1% | -17% | 23 | 7% | 9%
CC(C)n1c(CN(C)Cc2ccccc2)nc2c1c(=O)n(C)c(=O)n2C | -5% | 50* | -4% | 4% | 6% | 80 | -5% | -2%
CC1=Nc2cc(C(=O)O)ccc2Sc2c(C)ccc(C)c21 | -13% | -1 | 6% | 7% | -6% | -26 | 25µM* | 0%
NC(=O)CC(NC(=O)c1ccccc1)c1ccc(N2CCC(Cc3ccccc3)CC2)c([N+](=O)[O-])c1 (stereo unspecified) | -8% | 29 | 10% | -6% | 5% | -2 | 3% | 14%
Cn1cc(C2NC(=O)c3ccccc3N2)c2ccccc21 (stereo unspecified) | 6% | -6 | 0% | 4% | . | -9 | 26% | 9%
Cc1ccc(S(=O)(=O)Nc2cccc(-c3ccc(N4CCCCCC4)nn3)c2)cc1 | -1% | -4 | 15% | 18% | 37% | -24 | 2% | 1%
Cc1ccc(SCC(=O)Nc2ccc(N3CCOCC3)cc2)c(C)c1 | 1% | -2 | 5% | ? | -22% | 11 | 9% | 0%
O=C(COc1ccc([N+](=O)[O-])cc1)Nc1ccc(NC(=O)c2ccccc2)cc1 | 7% | -9 | 14% | -4% | ? | -21 | -15% | 9%
Cc1cc2c3c(c1)C1(C(=O)N3C(C)(C)CC2C)C(C#N)=C(N)OC2=C1C(=O)CC(C)(C)C2 (stereo unspecified) | -14% | -6 | -9% | 2% | 4% | -22 | -13% | 3%
Cc1nn(C)c2c1c(C(F)(F)F)cc(=O)n2C(C)C(=O)Nc1ccccc1F (stereo unspecified) | -20% | 2 | . | . | 22% | . | -2% | .
Cc1cc(/C=C(\C#N)C(=O)O)c(C)n1C1CC1 | 4% | 3 | -2% | -1% | -2% | 0 | -1% | 3%
CCC(=O)Nc1ccc(OC)cc1OC | -3% | 2 | 1% | 2% | -3% | 4 | 22% | 0%
Cc1ccc(NC(=O)c2sc(-n3nc(C)c(Cc4ccc(Cl)cc4)c3C)nc2C)cc1 | -7% | -9 | . | . | 3% | . | 8% | .

# Sorted by heavy-atom count (rising): some entries from above
molecule | Abeta rescue | D3 ag | EPAC2 agonist | aSyn rescue | FUS suppressor | D3 antag | TDP-43 yeast inh | EPAC2 antagonist
CCC(=O)Nc1ccc(OC)cc1OC | -3% | 2 | 1% | 2% | -3% | 4 | 22% | 0%
CCCCOC(=O)CCc1c(C)[nH]c(=S)[nH]c1=O | -1% | 5 | 7% | -6% | 2% | ? | -9% | -14%
CCC1S/C(=C(\C#N)C(N)=O)N(c2ccc(F)cc2)C1=O (stereo unspecified) | 2% | 2 | -5% | -15% | 15% | 9 | -21% | 4%
Cc1ccc(SCC(=O)Nc2ccc(N3CCOCC3)cc2)c(C)c1 | 1% | -2 | 5% | ? | -22% | 11 | 9% | 0%

# The list is partial; count on the stated rates, not on these rows.
